p53 reactivator: re-activators of mutant p53. H1299 p53-A138V BP100-luciferase reporter, luminescence, 24 h. Potency, µM (titrated, usually from 92.2 µM), without a hit: at the highest dose activity change, positive = activation, hits mostly activators. 0.063% of 320,000 active. AID 504706; note: potency is the fitted concentration of half-maximal effect; % of control where 0% means no effect; nearly all actives have a fitted effect of over 45% in size
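H1299 (p53-null), stable ts p53-A138V + BP100-Luc; 1000 cells/well, Opti-MEM/10% FBS; cpd 4 pt, 1:5; 24 h, 37 deg C, 5% CO2; detection reagent 10 min RT; luminescence.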
ELG1 genotox: induces genotoxicity in HEK293T cells with luciferase-tagged ELG1 | HEK293T ELG1-luciferase reporter, luminescence, 16 h | Potency, µM (top dose mostly 46 µM), without a hit: top-dose activity change, positive = activation, hits mostly activators | 1.3% of 330,000 active | AID 504466; note: potency is the fitted concentration of half-maximal effect; % of control where 0% means no effect; nearly all actives have a fitted effect of over 60% in size
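Step 1: seed 2,000 HEK293T ELG1-luciferase cells per well. Step 2: add compound or DMSO, incubate 16 hr at 37 °C. Step 3: ONE-Glo, 30 min at room temperature, read luminescence.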
Rab9 promoter act: activators of Rab9 promoter | 2.8% of 320,000 active | Potency, µM (doses to about 9.22 µM), without a hit: at the top dose activation, negative = inhibition, actives largely listed as activators | Huh7 Rab9 promoter-luciferase reporter, luminescence, 24 h; note: potency is the fitted concentration of half-maximal effect; % of control where 0% means no effect; nearly all actives have a fitted effect of over 60% in size
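Huh7 cells stably carrying a Rab9 promoter-luciferase reporter, 1500 cells per well in OP-MEM I with 10% FBS, treated with compound 24 hours at 37C. Luciferase activity read by luminescence after 10 minutes with Amplite reagent.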
Tb PFK inh: blocks T. brucei phosphofructokinase; O15648; T. brucei PFK, ADP-Glo luminescence; Potency, µM (series often up to 57.5 µM), inactives show at the top dose activity, negative = inhibition, actives largely listed as inhibitors; 0.17% of 330,000 active;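 note: potency is the fitted concentration of half-maximal effect; 0% = uninhibited 1x PFK enzyme wells and -100% = no-enzyme wells; nearly all actives have a fitted effect of over 60% in size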
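1.25 nM PFK with 0.5 mM F6P and 0.1 mM ATP in 0.1 M TEA pH 8.0, 5 mM MgCl2, incubated 45 min at room temperature; ADP measured by ADP-Glo luminescence; compounds titrated up to 57 uM.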
RORgamma inh: inhibitors of mouse ROR gamma transcriptional activity. Potency, µM (highest dose often 53.6 µM), for the others: at the highest dose activity change, negative = inhibition, actives largely listed as inhibitors. P51450. 5.4% of 310,000 active. AID 2551. Drosophila S2 Gal4-RORgamma UAS-luciferase reporter, 20 h; note: potency is the fitted concentration of half-maximal effect; % is set by controls: 0 for no effect and ±100 for the full control effect; nearly all actives have a fitted effect of over 60% in size
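Using a luciferase readout, inhibitors were identified by reduced reporter activity in Drosophila cells coexpressing a copper-inducible Gal4–ROR gamma fusion and UAS-driven Photinus luciferase, incubated 20 hr after 700 uM copper sulfate.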
TRPV1 ag: activates the human vanilloid receptor TRPV1; Q8NER1; activation, % at 8.33 µM; 0.19% of 320,000 active; AID 540275; TRPV1-expressing cells, Fluo-8 calcium influx, agonist mode; in the data active = activation above about 80%; inconclusive = between about 30% and that limit; note: 0% is about no effect
Target sequence (Q8NER1 whole entry, looked up): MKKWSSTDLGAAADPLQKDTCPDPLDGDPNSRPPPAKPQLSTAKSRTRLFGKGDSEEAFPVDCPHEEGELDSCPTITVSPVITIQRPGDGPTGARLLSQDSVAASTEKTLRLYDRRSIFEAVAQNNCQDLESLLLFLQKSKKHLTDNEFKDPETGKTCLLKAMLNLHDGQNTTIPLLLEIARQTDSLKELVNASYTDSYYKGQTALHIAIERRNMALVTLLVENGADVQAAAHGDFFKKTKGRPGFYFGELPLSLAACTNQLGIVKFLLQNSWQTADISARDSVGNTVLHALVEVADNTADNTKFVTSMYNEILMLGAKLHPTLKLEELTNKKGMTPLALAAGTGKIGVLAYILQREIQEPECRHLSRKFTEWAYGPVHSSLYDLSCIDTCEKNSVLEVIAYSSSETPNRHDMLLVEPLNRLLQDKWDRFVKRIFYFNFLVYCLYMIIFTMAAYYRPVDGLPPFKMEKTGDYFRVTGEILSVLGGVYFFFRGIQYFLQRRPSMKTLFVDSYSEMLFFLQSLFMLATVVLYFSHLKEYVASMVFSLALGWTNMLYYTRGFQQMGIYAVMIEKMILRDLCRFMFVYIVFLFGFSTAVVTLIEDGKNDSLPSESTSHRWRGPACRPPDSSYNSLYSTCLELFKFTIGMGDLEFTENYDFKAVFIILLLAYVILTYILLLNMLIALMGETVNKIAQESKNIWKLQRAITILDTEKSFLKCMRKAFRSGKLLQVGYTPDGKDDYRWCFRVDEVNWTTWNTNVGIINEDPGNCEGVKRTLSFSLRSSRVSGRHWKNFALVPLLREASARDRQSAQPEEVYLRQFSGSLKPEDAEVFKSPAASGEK
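TRPV1-expressing cells were cultured overnight at 35.5C and loaded with Fluo-8 calcium dye for 40 to 90 min at room temperature. After a 10 s baseline, compound was added and calcium influx was read kinetically for 3 min (ex 480/em 520 nm).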
FLuc counter: firefly luciferase modulation, counter-screen for miR-21 project | P08659 | purified FLuc, Km substrates, luminescence inhibition | Potency, µM (series often up to 57.5 µM), without a hit: at the top dose activity change, negative = inhibition, hits mostly inhibitors | 6.9% of 360,000 active | AID 588342;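 note: potency is the fitted concentration of half-maximal effect; plate controls were vehicle for no effect and reference inhibitor for full effect; nearly all actives have a fitted effect of over 55% in size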
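Biochemical qHTS of compounds, final roughly 60 µM downward over six points, against 10 nM purified firefly luciferase using Km concentrations of substrates (10 uM D-luciferin, 10 uM ATP) in Tris acetate pH 7.5 buffer; luminescence output.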
Gal4-VP16 FLuc: counter-screen for ROR gamma inhibitors: Gal4-VP16 reporter; 3.5% of 310,000 active; Drosophila S2 Gal4-VP16 UAS-luciferase, luminescence, 20 h; Potency, µM (highest dose often 53.6 µM), inactives show top-dose activity, negative = inhibition, hits mostly inhibitors; AID 2546;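 note: Gal4-VP16 expression switched on by copper sulfate through the metallothionein promoter; potency is the fitted concentration of half-maximal effect; % is set by controls: 0 for no effect and ±100 for the full control effect; nearly all actives have a fitted effect of over 50% in size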
BRCA1 expr act: activators of BRCA1 expression. MCF7-BRCA1-FFLuc reporter, luminescence, 48 h; response scale: scaled: vehicle 0%, 10 µM genistein 100%. Potency, µM (titrated, usually from 46.1 µM), without a hit: top-dose activation, most hits filed as activators. 1.1% of 380,000 active; note: potency is the fitted concentration of half-maximal effect; nearly all actives have a fitted effect of over 80% in size; some results filed as inactive show a strong effect at the top dose
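Using MCF7 cells harboring a BRCA1 firefly luciferase reporter, plated 2 h before compound pinning, the screen measured luminescence after 48 h incubation. Responses were normalized to DMSO and 10 microM genistein, then fitted for concentration-effect.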
NPC1 promoter act: activators of NPC1 promoter | Potency, µM (top dose mostly 9.22 µM), for the others: at the top dose activation, usual class: activators | Huh7 NPC1 promoter luciferase reporter, 24 h | 2.4% of 320,000 active;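 note: potency is the fitted concentration of half-maximal effect; % of control where 0% means no effect; nearly all actives have a fitted effect of over 60% in size; reporter is driven by a mutant NPC1 promoter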
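Cells: Huh7 expressing luciferase under the NPC1 promoter, 1500/well. Seeded 2 h, compound added, incubated 24 h at 37 °C. Luciferase reagent, 10 min ambient, then luminescence.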
ELG1 DNA repair: blocks ELG1-dependent DNA repair in HEK293T cells; HEK293T ELG1-luciferase reporter, luminescence, 16 h; DNA damage induced by 5-fluorouridine; Potency, µM (titrated, usually from 46.1 µM), inactives show at the top dose activity change, negative = inhibition, most hits filed as inhibitors; 2.3% of 330,000 active; AID 504467; note: potency is the fitted concentration of half-maximal effect; % is set by controls: 0 for no effect and ±100 for the full control effect; nearly all actives have a fitted effect of over 55% in size
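Step one: seed 2,000 cells per well. Step two: pin-transfer compound or DMSO alongside 5-fluorouridine. Step three: incubate 16 hr, 37 °C, 5% CO2. Step four: add ONE-Glo, wait 30 min, read luminescence.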
* marks the source's active call; other numbers are inactive results; ? = inconclusive; . = not tested or not shown; & = joins results of further samples; [ ] = remark or other dose. Unless noted, calls come from the whole dose curve; as a rule, active = well fitted curve in the direction sought with a large enough effect; inconclusive = small, poorly fitted or top-dose-only effect, or another doubt; inactive = no such curve, though single readings can be large; an effect the other way counts as inactive or inconclusive.

SMILES	p53 reactivator	ELG1 genotox	Rab9 promoter act	Tb PFK inh	RORgamma inh	TRPV1 ag	FLuc counter	Gal4-VP16 FLuc	BRCA1 expr act	NPC1 promoter act	ELG1 DNA repair
Cn1nccc1CNC(=O)c1ccnn1C	5%	-1%	2%	-6%	0%	1	-2%	-7%	1%	9%	-1%
O=C1COc2ccc(C(=O)CSc3nc4ccccc4c(=O)n3-c3ccc(Cl)c(Cl)c3)cc2N1	2%	17%	-13%	-2%	-29%	0	-2%	6%	-3%	-1%	-8%
COc1ccc2c(c1)CCCC21NC(=O)N(CC(=O)c2cc(F)ccc2F)C1=O (configuration not stated)	-4%	0%	-2%	0%	.	4	-3%	.	-3%	3%	6%
O=C(Nc1ccon1)c1cnc2sccn2c1=O	?	1%	12%	-3%	31%	-1	-20%	-8%	-36%	21%	?
COc1ccc(-c2csc3nc(C)n(-n4cccc4)c(=O)c23)cc1OC	-3%	5%	-2%	0%	-35%	0	2%[2.3 µM]	-3%	-24%	-7%	-1%
O=C(CSCc1ccc(Cl)cc1)NN=C1CCCCCC1	-9%	1%	?	0%	?	9	-3%	-1%	17%	-4%	-3%
Cn1c(Cc2nc3ccccc3n2C)nc2ccccc21	0%	-2%	-3%	13%	.	-1	-7%	.	-9%	1%	?
C/C(=N\NC(=O)C1CCCC1)c1ccc(Cl)cc1	3%	20%	12%	2%	?	?	-14%	?	48%	12%	?
COc1ccc(NC(=O)CCNS(=O)(=O)c2ccc(C)c(C)c2)cc1OC	-5%	-1%	-1%	1%	10%	2	-2%	2%	-14%	-2%	-10%
O=C(Nc1nnc(Cc2ccc(Cl)cc2)s1)C1CCCO1 (configuration not stated)	1%	9%	5%	-13%	10%	-1	?	?	0%	-3%	1%
CC1CCN(c2ccc3nnc(CCC(=O)Nc4ccc(F)c(F)c4)n3n2)CC1	1%	0%	1%	3%	-15%	4	2%	-5%	-11%	-5%	-2%
CCOc1ccccc1N(CC(=O)NC(C)(C)C)C(=O)CCC(=O)Nc1nccs1	10%	-5%	-3%	4%	23%	0	4%	-11%	1%	-2%	2%
CCN(Cc1cc(=O)[nH]c2ccccc12)C(=O)C(C)C	3%	3%	-1%	-6%	2%	-2	3%	-4%	30%	1%	-8%
COc1ccc(-c2cc(C(=O)O)sc2C)cc1	-2%	-8%	0%	-1%	28%	2	?	-9%	21%	-4%	6%
CNC(=O)N(O)C1N(/N=C/c2ccc(SC)cc2)C(=S)SC1(C)C (configuration not stated)	3%	1%	-9%	-1%	-14%	-2	-8%	-12%	5%	1%	0%
CC1CC(C)(C)NC(C)c2ccccc21 (configuration not stated)	-10%	1%	8%	-4%	-10%	2	3%	-4%	6%	-7%	10%
O=C(Nc1nccc(-c2cccs2)n1)c1cccs1	4%	?	?	1%	7%	-1	19µM*	5%	21%	2.8µM*	?
NC(=O)CC(NC(=O)Cc1ccc(Br)cc1)c1ccc(N2CCN(c3ccccc3)CC2)c([N+](=O)[O-])c1 (configuration not stated)	-13%	3%	-4%	-3%	-13%	-3	0%	-14%	-43%	1%	-7%
Cc1[nH]nc(C(F)(F)F)c1CCC(=O)NC1CCCCCC1	-2%	1%	.	5%	.	.	.	.	2%	.	-4%
Cc1c(Cl)cccc1NC(=S)N(Cc1cccnc1)Cc1ccccc1Cl	-2%	-5%	-4%	1%	11µM*	14	3%	?	-8%	-6%	-18%
CC(C)(C)NC(=O)/C(=C\c1ccccc1F)NC(=O)c1ccc([N+](=O)[O-])cc1	9%	5%	-3%	-4%	-4%	2	3%	-13%	-1%	-11%	-6%
CCCCC(=O)Nc1ccc(C(=O)N2CCC(C(=O)OCC)CC2)cc1	-4%	-1%	3%	1%	7%	2	4%	9%	-1%[1.84 µM]	0%	11%
O=C(NC(=S)Nc1ccc(S(=O)(=O)Nc2nccs2)cc1)C1CC1	-3%	3%	-9%	1%	20%	1	-1%	3%	1%	-5%	14%
Cc1cccc(OCC(=O)NCCCNC(=O)c2ccncc2)c1	18%	4%	5%	0%	-26%	0	2%	-7%	-1%	-9%	3%
O=c1c2ccccc2ncn1-c1ccc(Cl)cc1	?	10%&12%	?	6%&1%	0%&27%	-4&0	-14%	?	41%&75%	25%&26%	?
Next results.
SMILES	p53 reactivator	ELG1 genotox	Rab9 promoter act	Tb PFK inh	RORgamma inh	TRPV1 ag	FLuc counter	Gal4-VP16 FLuc	BRCA1 expr act	NPC1 promoter act	ELG1 DNA repair
O=C(CC(NCCc1ccccc1)C(=O)O)Nc1ccc(O)cc1 (configuration not stated)	-1%	-1%	-14%	2%	-14%	3	16%	7%	.	0%	-1%
O=C(COc1ccc(S(=O)(=O)N2CCOCC2)cc1)Nc1cccc([N+](=O)[O-])c1	-12%	-9%	6%	-8%	?	8	7%	-21%	5%	1%	-1%
COc1cc(OC)c(NC(=O)CS(=O)(=O)Cc2nc(-c3ccc(C)cc3)oc2C)cc1Cl	-4%	0%	-3%	0%	-8%	-3	3%	-2%	-7%	1%	?
COc1ccc(/C=C/C(=O)c2ccc(C(=O)/C=C/c3ccc(OC)c(OC)c3)cc2)cc1OC	-13%	3%	-5%	-9%	?	5	2%	?	-36%	-6%	?
CCc1ccc2[nH]c3nc(N/N=C/c4ccc(O)cc4O)nnc3c2c1	.	19%	28%	1%	-37%[1.91 µM]	-1	-25%	-9%	-45%	-12%	-26%
O=C1c2ccccc2C(=O)N1CCN1CCOCC1	2%	2%	2%	-2%	-1%	-2	1%	-1%	0%	-1%	-1%
O=C(Nc1nccs1)c1ccc(CSc2ccccc2)o1	24%	16%	2µM*	-1%	?	6	5.4µM*	?	2.8µM*	3.2µM*	?
O=C(NCC1CCCO1)C1CCCN1C(=O)Nc1ccc(Cl)c(Cl)c1 (configuration not stated)	1%	3%	-5%	-1%	-23%	-3	4%	8%	7%	-6%	7%
CC1CN(CC(O)COC(c2ccccc2)c2ccccc2)CC(C)O1 (configuration not stated)	-4%	0%	-4%	0%	-8%	0	2%	4%	-17%	1%	1%
COc1ccc(N2CCN(C(=O)CCC(=O)N3CCOc4ccc(C)cc43)CC2)cc1	-11%	1%	-7%	-1%	29%	-3	-2%	-19%	2%	-5%	?
Cc1ccccc1CNC(=O)Nc1cccs1	5%	8%	25%	0%	0%	25	21µM*	17%	42%	29%	?
O=S1(=O)N=C(N/N=C/C=C/c2ccccc2)c2ccccc21	-1%	-4%	-6%	-2%	0.4µM*	-5	?	0.63µM*	-12%	-1%	11%
CC(C)NC(=O)CN(Cc1ccc(F)cc1)C(=O)CCC(=O)Nc1ccccn1	4%	1%	-2%	5%	0%	-7	3%	4%	0%	-6%	9%
Cc1cccc(NC(=S)N(CCN(C)C)Cc2cc3cccc(C)c3[nH]c2=O)c1	2%	-2%	-6%	0%	-11%	17	-2%	-6%	-18%	-4%	13µM*
COc1ccc2c(c1)[C@H]1[C@H](CO2)[C@H](c2ccccc2)[C@]2(C)C(=O)Nc3cc(OC)c(OC)cc3C(=O)N12	-1%	-1%	-6%	0%	.	-4	-3%	.	-54%	-3%	?
COc1cc(NC(=S)Nc2ccccn2)cc(OC)c1OC	-7%	-2%	0%	13%	3.5µM*	2	5%	22µM*	-35%	1%	-7%
COc1ccc(OCCN(C)Cc2ccccc2)cc1	16%	10%	-5%	-7%	14%	9	0%	2%	8%	0%	24%
COc1ccc(C2=NN(c3ccc(C=O)cc3)C(c3ccccc3)C2)cc1 (configuration not stated)	-5%	-5%	-1%	8%	12%	1	-2%	0%	-58%	-5%	?
O=C(O)Cc1ccc(N=Nc2c(O)c(C(=O)O)cc3ccccc23)cc1	7%	14%	11%	-1%	-13%	3	?	17%	48%	?	?
COc1ccc(C(=O)Nc2cccc(C(=O)N3CCCCC3)c2)cc1	-6%	2%	11%	6%	-9%	22	15µM*	-10%	-14%	14%	7%

Exported as labelled records: 2 of the compounds above.
molecule: CCc1ccc2[nH]c3nc(N/N=C/c4ccc(O)cc4O)nnc3c2c1
  p53 reactivator = . | ELG1 genotox = 19% | Rab9 promoter act = 28% | Tb PFK inh = 1% | RORgamma inh = -37%[1.91 µM] | TRPV1 ag = -1 | FLuc counter = -25% | Gal4-VP16 FLuc = -9% | BRCA1 expr act = -45% | NPC1 promoter act = -12% | ELG1 DNA repair = -26%

molecule: O=C1c2ccccc2C(=O)N1CCN1CCOCC1
  p53 reactivator = 2% | ELG1 genotox = 2% | Rab9 promoter act = 2% | Tb PFK inh = -2% | RORgamma inh = -1% | TRPV1 ag = -2 | FLuc counter = 1% | Gal4-VP16 FLuc = -1% | BRCA1 expr act = 0% | NPC1 promoter act = -1% | ELG1 DNA repair = -1%
